# PRMT1 inh: PRMT1 (human) inhibition, primary screen. AID 652257. hit rate 1.3% among 370,000. inhibition, % at 2.79 µM. recombinant PRMT1, activity-based probe fluorescence polarization. Q99873;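 active = inhibition above about 21% made by adding two undisclosed values, limit read from the data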
# UHRF1 MBD2 ctr: blocks human UHRF1 binding to methylated DNA; Q96T88; UHRF1 binding to methylated oligo, TR-FRET; inhibition, % at 4.4 µM; hit rate 0.75% among 370,000; in the data active = inhibition above about 21%;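 also: UHRF1 SRA domain binding a hemimethylated CpG hairpin DNA probe; 0% = median of test compound wells and 100% = reference inhibitor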
# Target sequence (Q96T88 whole entry, looked up, the tested form may be a part): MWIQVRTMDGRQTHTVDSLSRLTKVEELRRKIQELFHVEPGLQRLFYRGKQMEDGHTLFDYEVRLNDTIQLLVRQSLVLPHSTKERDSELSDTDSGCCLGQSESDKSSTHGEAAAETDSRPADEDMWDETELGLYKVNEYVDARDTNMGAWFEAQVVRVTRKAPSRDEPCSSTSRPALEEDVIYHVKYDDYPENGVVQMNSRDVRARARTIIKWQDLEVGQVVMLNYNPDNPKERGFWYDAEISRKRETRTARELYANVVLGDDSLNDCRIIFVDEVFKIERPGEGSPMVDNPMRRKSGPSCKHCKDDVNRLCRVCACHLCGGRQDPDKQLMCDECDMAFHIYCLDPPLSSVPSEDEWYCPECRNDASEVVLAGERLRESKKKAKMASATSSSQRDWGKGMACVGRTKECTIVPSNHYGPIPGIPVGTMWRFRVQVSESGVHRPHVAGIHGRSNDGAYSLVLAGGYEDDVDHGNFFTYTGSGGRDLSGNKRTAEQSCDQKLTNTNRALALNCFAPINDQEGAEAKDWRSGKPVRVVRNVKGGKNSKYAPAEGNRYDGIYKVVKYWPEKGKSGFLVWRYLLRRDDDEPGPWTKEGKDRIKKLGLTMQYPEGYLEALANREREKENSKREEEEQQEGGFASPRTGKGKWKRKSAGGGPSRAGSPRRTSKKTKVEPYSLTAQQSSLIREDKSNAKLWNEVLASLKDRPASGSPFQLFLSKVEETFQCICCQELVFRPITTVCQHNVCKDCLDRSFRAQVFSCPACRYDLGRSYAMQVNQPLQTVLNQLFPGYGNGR
# Rev-erbA mod: modulators of human Rev-erb alpha DNA binding | Rev-erbα–FITC-DNA binding, fluorescence polarization, 90 min | hit rate 0.79% among 370,000 | activity, % at 10 µM | AID 1259318 | P20393;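 active = activity above about 14%, limit read from the data; passing the limit was not always enough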;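 also: 0% = DMSO wells with 35 nM protein and 100% = DMSO wells with 750 nM protein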
# TCR CD3 inh: human TCR-CD3 binding inhibition. TAMRA-labeled TCR probe fluorescence, biochemical. inhibition, % at 9.4 µM. hit rate 0.37% among 360,000. AID 651800; in the data active = inhibition above about 19%;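 also: recombinant mutant TCR 2C K166C tagged with TAMRA read by polarization; 0% = receptor in buffer alone and 100% = receptor with positive control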
# LEDGF integ inh: blocks HIV-1 LEDGF/p75-dependent DNA integration | TR-FRET IN-LEDGF/p75 DNA integration, Eu/Cy5 | inhibition, % at 3.7 µM | hit rate 0.64% among 370,000;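 active = inhibition above the screen-wide mean plus 3 SD, cut at about 13% in these data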;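 also: signal is the Cy5 over europium emission ratio at 671 and 618 nm; 0% = plate median of compound wells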
# PG9 binder: PG9 antibody binding by small molecule. hit rate 0.43% among 360,000. inhibition, % at 6.7 µM. TR-FRET gp120-PG9 antibody binding; in the data active = inhibition above about 8.5%
# MBD2 DNA inh: MBD2-methylated oligo binding inhibition. Q9UBB5. TR-FRET, MBD2 binding to methylated oligonucleotide. inhibition, % at 4.4 µM. hit rate 0.31% among 370,000; in the data active = inhibition above about 13%
# rCAG binder: binds r(CAG) RNA repeats; r(CAG) RNA repeat, TO-PRO-1 dye displacement fluorescence; inhibition, % at 3 µM; hit rate 1.3% among 370,000;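 active = inhibition above the plate cutoff, the mean of all test compounds on that plate plus 3 SD, cut at about 35% in these data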;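 also: 0% = DMSO alone and 100% = 100 µM mitoxantrone as full dye displacement; higher means more dye released from RNA so lower well fluorescence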
# mABHD4 FP: ABHD4 (mouse) inhibition, primary FP screen; inhibition, % at 8.92 µM; hit rate 0.54% among 370,000; Q8VD66; purified mABHD4, FP-Rh probe fluorescence polarization;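 active = inhibition exceeding the mean over every tested compound plus 3 SD, cut at about 30% in these data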;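 also: 0% = plate median of compound wells and 100% = S159A mutant with DMSO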
# Target sequence (Q8VD66 whole entry, looked up): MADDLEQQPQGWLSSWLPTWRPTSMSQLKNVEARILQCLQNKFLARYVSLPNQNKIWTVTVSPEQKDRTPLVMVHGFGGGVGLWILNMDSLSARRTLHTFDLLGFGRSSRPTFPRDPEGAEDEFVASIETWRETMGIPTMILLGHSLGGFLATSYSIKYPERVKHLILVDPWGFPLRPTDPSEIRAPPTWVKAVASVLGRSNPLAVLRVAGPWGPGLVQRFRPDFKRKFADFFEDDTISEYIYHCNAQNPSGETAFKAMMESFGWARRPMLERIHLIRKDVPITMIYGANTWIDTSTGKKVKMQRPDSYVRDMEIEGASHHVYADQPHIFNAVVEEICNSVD
#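 system = mouse ABHD4 enzyme, wild type | medium = HEPES pH 7.0, NaCl, Pluronic buffer | also added = FP-Rh probe | incubation = Enzyme–compound pre-incubation 45 min, then probe 60 min, both 25 °C | technique = fluorescence polarization, excitation 525 nm, emission 598 nm, BODIPY TMR filters | controls = S159A mutant high control, sample median low control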
# HTRA1 inh: HTRA1 (human) protease inhibition. inhibition, % at 5.96 µM. Q92743. recombinant HTRA1, FP-rhodamine activity-based probe, fluorescence polarization. hit rate 0.5% among 340,000. AID 504803; in the data active = inhibition above about 36%;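 also: 0% = enzyme with DMSO and 100% = wells lacking enzyme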
# An asterisk follows results filed as active; / = no result given. This is a subset; rates above refer to the full screens.
cpd | structure | PRMT1 inh | UHRF1 MBD2 ctr | Rev-erbA mod | TCR CD3 inh | LEDGF integ inh | PG9 binder | MBD2 DNA inh | rCAG binder | mABHD4 FP | HTRA1 inh
1 | CCOC(=O)CNC(=O)C(Cc1ccccc1)NC(=O)OCc1ccccc1 (stereo unspecified) | 0 | 5 | -1 | -4 | -5 | -0.8 | 3 | -2 | -1 | 3
2 | O=[N+]([O-])c1ccc(C=NN2CCNC2=S)o1 | 0 | -5 | -1 | -3 | 0 | -0.1 | -2 | 4 | 0 | -1
3 | O=C(Cn1c(=O)oc2ccccc21)N1CCCC1 | 2 | 0 | 5 | 3 | -5 | -2.6 | -2 | -1 | 0 | -6
4 | Cc1ccc(-n2c(-c3ccncc3)nnc2-c2ccco2)cc1 | 8 | 0 | 5 | -7 | -3 | 7.3 | 7 | -6 | -11 | 11
5 | CC(C)c1cc(C(=O)O)on1 | 4 | 0 | 1 | -5 | -4 | 1.8 | 5 | -2 | 5 | 3
6 | COC(=O)c1cccc(C(=O)Nc2ccc(F)cc2)n1 | 1 | 0 | -5 | -4 | -5 | 0.5 | 2 | -4 | 2 | -3
7 | Cc1ccc(S(=O)(=O)Nc2cccc(-n3cnnn3)c2)cc1 | 0 | -2 | -1 | 1 | 0 | -1.1 | -5 | 5 | -1 | 2
8 | O=C1CC(c2cccc(Cl)c2)Cc2nc(N3CCN(c4ccccc4)CC3)ncc21 (stereo unspecified) | 0 | 1 | 37* | 7 | 3 | 1.3 | 2 | -1 | 0 | 4
9 | COc1cccc(CNc2ccc(C)c(Cl)c2)c1 | -2 | -4 | 3 | -2 | 1 | 0.8 | 3 | -1 | -3 | 1
10 | O=c1[nH]nc(N/N=C/c2ccccc2OC(F)F)c(=O)[nH]1 | 0 | 3 | 2 | -3 | -4 | -0.5 | -2 | -1 | 7 | 2
11 | C=CC[n+]1ccn(-c2nc3ccccc3nc2[N-]S(=O)(=O)c2cccs2)c1 | 6 | -7 | -3 | -6 | 1 | -0.3 | 0 | 5 | -5 | -1
12 | COCCSc1nc(N)c2c3c(sc2n1)CN(C)CC3 | -3 | 1 | 9 | 5 | -1 | -3.1 | 0 | 0 | -1 | 1
13 | Cc1ccc2c(c1)N(CC(=O)NCc1cccs1)C(=O)C(C)O2 (stereo unspecified) | -3 | 1 | 3 | 4 | -1 | 2.5 | 2 | -4 | -1 | -7
14 | CN(CC(=O)Nc1cccc(F)c1)C(=O)Cn1cnc2c1c(=O)n(C)c(=O)n2C | -2 | -1 | -9 | 4 | 4 | 0.6 | -9 | 4 | 6 | -3
15 | CCN(CC)CC(=O)Nc1ccc2c(c1)Nc1ccccc1CC2 | -1 | -7 | 12 | 0 | -3 | -2.1 | -7 | -8 | 3 | 13
16 | CCCn1nnnc1SCC(=O)NCc1ccc(OC)cc1 | 1 | 2 | 4 | 2 | -1 | 0.1 | 2 | -3 | -4 | -5
17 | CCCC(=O)Oc1ccc(C2NC(=O)c3ccccc3O2)cc1 (stereo unspecified) | 3 | 1 | 0 | -11 | -4 | -1.1 | 2 | -8 | 5 | 9
18 | COc1cc(CC(=O)OCC(=O)N2CCN(C(=O)c3ccco3)CC2)cc(OC)c1OC | -2 | 2 | -3 | 0 | 6 | -0.7 | -7 | 0 | -3 | 11
19 | O=C(CCSc1ccccc1)Nc1nc2c(s1)COc1ccccc1-2 | 1 | -1 | 1 | 1 | 3 | 1.2 | -3 | 11 | -10 | -13
20 | CCN(CC)C(=S)SCC(=O)Nc1ccc(F)cc1 | -2 | -1 | -8 | 2 | -3 | -1.3 | 1 | -4 | -5 | 0
21 | Cc1c(C(=O)NCCCN2CCCC2=O)oc2c(Cl)cccc12 | -3 | 0 | -2 | 10 | -4 | -0.7 | 4 | -6 | 0 | -1
22 | O=C(NC(=S)Nc1ccc(NC(=O)c2cccs2)cc1)c1ccc([N+](=O)[O-])cc1 | -1 | 4 | 1 | -1 | -2 | -1.4 | 5 | 2 | -3 | 5
23 | O=C(COC(=O)c1ccc(-n2cnnn2)cc1)c1ccc(Br)cc1 | 1 | 0 | 9 | 0 | 1 | 5.2 | 1 | 5 | -4 | 0
24 | COc1ccc(NC(=O)[C@H](C)NC(N)=O)cc1S(=O)(=O)Nc1cc(C)ccc1Br | 1 | 0 | 1 | -3 | 1 | -1.8 | 1 | 0 | -9 | 1
25 | COc1ccccc1NC(=S)NC(=O)C1CC1 | -1 | -1 | -5 | 6 | -1 | -3.6 | -2 | -1 | 1 | 1
26 | CCOC(=O)N1CCN(C(=O)c2ccc(S(=O)(=O)c3ccc(C)cc3)c(NC(C)=O)c2)CC1 | 0 | -5 | 4 | 2 | 1 | -1.7 | 3 | 2 | 0 | 6
27 | Cc1nn(-c2ccccc2)c(C)c1/C=N/NC(=O)CSc1nnc(SCc2ccccc2Cl)s1 | -1 | -1 | 2 | 4 | 0 | -2.0 | 4 | 2 | -10 | -20
28 | COc1ccc(CN2CCN(Cc3ccccc3F)CC2)c(OC)c1 | 6 | 3 | -5 | -3 | -2 | 1.6 | 11 | -3 | 7 | -8
29 | CCOc1ccc(C(=O)COC(=O)CN2C(=O)NC3(CCCCC3C)C2=O)cc1 (stereo unspecified) | 2 | 0 | -6 | 2 | 0 | 1.0 | 2 | 2 | -2 | -6
30 | O=C(CCC(=O)Nc1ccc(Br)cc1)N/N=C/c1ccc(F)cc1 | 3 | 2 | 5 | -4 | -3 | 0.9 | 5 | 6 | 2 | -4
31 | Cc1ccc(OC(=O)c2ccccc2P(=O)(O)O)cc1 | 1 | -3 | 1 | 1 | 0 | -3.2 | 1 | 1 | 4 | 3
32 | O=C(O)c1ccc(/C=N/NC(=S)NC2CCCCC2)cc1 | 8 | 2 | 0 | 3 | -3 | -0.9 | 5 | 2 | -2 | -1
33 | Cc1c(C(=O)NC2CCCCC2C)oc2ccccc12 (stereo unspecified) | 3 | 0 | -1 | -6 | -1 | -1.0 | 4 | -9 | -1 | -3
34 | O=c1ccc(-c2ccccc2)nn1Cc1ccc(F)cc1Cl | 4 | 2 | 2 | 0 | -1 | -1.6 | 6 | -1 | -12 | -26
35 | CCOC(=O)N1CCN(c2c(N3CCc4ccccc4C3)c(=O)c2=O)CC1 | -1 | 1 | -8 | 4 | -2 | -3.0 | -6 | -2 | 0 | -6
36 | O=C(c1c(F)cccc1F)N(Cc1cccs1)C1CCCC1 | -1 | 1 | 2 | 6 | -1 | 0.7 | -2 | -9 | 0 | -2
37 | O=C(Cn1c(NCCCCl)nc2ccccc21)c1ccccc1 | 1 | 1 | -2 | 3 | -3 | 0.2 | -1 | 1 | 3 | 3
38 | CC(C)(C)c1cc(OS(C)(=O)=O)ccc1O | 0 | 3 | 2 | 2 | -2 | -2.6 | 3 | -1 | -7 | -7
39 | O=C(COC(=O)c1cccnc1Cl)Nc1ccc2c(c1)OCCO2 | -2 | -2 | -1 | 11 | -1 | -0.1 | -3 | -1 | -1 | 13
40 | CCOC(=O)C1(C)C=C(Nc2cccc(OC)c2)C(=O)N1c1ccccc1 (stereo unspecified) | -2 | 0 | 7 | 4 | 3 | -2.6 | -1 | 2 | -2 | -2
41 | O=C1CC(c2ccccc2)Cc2nc3nc(C(F)(F)F)nn3cc21 (stereo unspecified) | -3 | -1 | 3 | 5 | -1 | -2.7 | 1 | 7 | -5 | 2
42 | OC(c1ccccc1)c1nc(-c2cccc(C(F)(F)F)c2)cs1 (stereo unspecified) | 1 | -2 | -1 | -1 | -2 | 1.6 | -4 | 0 | -32 | /
43 | COc1ccc(Cl)cc1NC(=O)CSc1nc2ccsc2c(=O)n1CC1CCC(C(=O)O)CC1 (stereo unspecified) | -4 | -2 | -10 | 0 | 5 | -2.5 | -7 | 14 | -11 | -10
44 | O=C1OCc2cc(NC(=O)C34CC5CC(CC(C5)C3)C4)ccc21 | 0 | 1 | 1 | 1 | -5 | 1.2 | -4 | -5 | -1 | -7
45 | Cn1c(=O)n(C)c2cc(NC(=O)CCc3ccccc3)c(Br)cc21 | 3 | 2 | 2 | -8 | -2 | 1.4 | 1 | 0 | 0 | 3
46 | Cc1cc(-c2nnc3n2N=C(c2ccc(F)cc2)CS3)n[nH]1 | -2 | -1 | -2 | 6 | 3 | -3.4 | 0 | -1 | -1 | 1
47 | O=C(NCc1ccccc1C(F)(F)F)C1CCC(=O)N(C2CC2)C1 (stereo unspecified) | 0 | -3 | 3 | 11 | -1 | -1.6 | -1 | -2 | -2 | 5
48 | Cc1cc(Cl)ccc1OCC(=O)OCC(=O)N1CCC(C(N)=O)CC1 | 5 | 1 | -4 | 3 | -1 | -0.5 | 3 | -2 | 3 | 8
49 | O=C(CC(C(=O)O)C1CCCO1)NCc1ccccc1 (stereo unspecified) | -1 | 0 | 3 | 4 | -1 | -2.3 | -1 | 1 | 5 | 1
50 | O=C(c1cccc(-c2nnc(-c3ccccc3)o2)c1)N1CCCCC1 | 1 | 0 | 0 | -2 | -1 | -1.1 | -2 | -5 | 10 | -6
51 | O=C(c1ccc(C(F)(F)F)cc1)N1CCN(c2ccc(N3CCOCC3)nn2)CC1 | 1 | -3 | -1 | 9 | 5 | -0.8 | 0 | -6 | 0 | 2
52 | Cc1ccc(OC2CCN(C(=O)[C@H]3O[C@@H](n4ccc(=O)[nH]c4=O)[C@H](O)[C@@H]3O)CC2)cc1 | -5 | 0 | 6 | 3 | -7 | -0.3 | -5 | 1 | 0 | /

# Rewritten in transposed form: part of the list above
(41) O=C1CC(c2ccccc2)Cc2nc3nc(C(F)(F)F)nn3cc21 (stereo unspecified)
(42) OC(c1ccccc1)c1nc(-c2cccc(C(F)(F)F)c2)cs1 (stereo unspecified)
(43) COc1ccc(Cl)cc1NC(=O)CSc1nc2ccsc2c(=O)n1CC1CCC(C(=O)O)CC1 (stereo unspecified)
(44) O=C1OCc2cc(NC(=O)C34CC5CC(CC(C5)C3)C4)ccc21
(45) Cn1c(=O)n(C)c2cc(NC(=O)CCc3ccccc3)c(Br)cc21
(46) Cc1cc(-c2nnc3n2N=C(c2ccc(F)cc2)CS3)n[nH]1
(47) O=C(NCc1ccccc1C(F)(F)F)C1CCC(=O)N(C2CC2)C1 (stereo unspecified)
(48) Cc1cc(Cl)ccc1OCC(=O)OCC(=O)N1CCC(C(N)=O)CC1
(49) O=C(CC(C(=O)O)C1CCCO1)NCc1ccccc1 (stereo unspecified)
(50) O=C(c1cccc(-c2nnc(-c3ccccc3)o2)c1)N1CCCCC1
compound no.,41,42,43,44,45,46,47,48,49,50
PRMT1 inh,-3,1,-4,0,3,-2,0,5,-1,1
UHRF1 MBD2 ctr,-1,-2,-2,1,2,-1,-3,1,0,0
Rev-erbA mod,3,-1,-10,1,2,-2,3,-4,3,0
TCR CD3 inh,5,-1,0,1,-8,6,11,3,4,-2
LEDGF integ inh,-1,-2,5,-5,-2,3,-1,-1,-1,-1
PG9 binder,-2.7,1.6,-2.5,1.2,1.4,-3.4,-1.6,-0.5,-2.3,-1.1
MBD2 DNA inh,1,-4,-7,-4,1,0,-1,3,-1,-2
rCAG binder,7,0,14,-5,0,-1,-2,-2,1,-5
mABHD4 FP,-5,-32,-11,-1,0,-1,-2,3,5,10
HTRA1 inh,2,/,-10,-7,3,1,5,8,1,-6

(51) O=C(c1ccc(C(F)(F)F)cc1)N1CCN(c2ccc(N3CCOCC3)nn2)CC1
(52) Cc1ccc(OC2CCN(C(=O)[C@H]3O[C@@H](n4ccc(=O)[nH]c4=O)[C@H](O)[C@@H]3O)CC2)cc1
compound no.,51,52
PRMT1 inh,1,-5
UHRF1 MBD2 ctr,-3,0
Rev-erbA mod,-1,6
TCR CD3 inh,9,3
LEDGF integ inh,5,-7
PG9 binder,-0.8,-0.3
MBD2 DNA inh,0,-5
rCAG binder,-6,1
mABHD4 FP,0,0
HTRA1 inh,2,/

# Compound activity: PubChem BioAssay, several laboratories
